PV pol inh: poliovirus RdRp elongation inhibitors, primary screen, biochemical, fluorescence polarization, total intensity | poliovirus polymerase elongation; active compounds read low | % elongation, % (compound at 16.7 µg/mL) | hit rate 0.66% among 150,000 | AID 588519, 2011; in the data active = % elongation below about 90%; note: some results filed as inactive read as strong as hits
Target sequence (P03300 1749-2209 limits assumed): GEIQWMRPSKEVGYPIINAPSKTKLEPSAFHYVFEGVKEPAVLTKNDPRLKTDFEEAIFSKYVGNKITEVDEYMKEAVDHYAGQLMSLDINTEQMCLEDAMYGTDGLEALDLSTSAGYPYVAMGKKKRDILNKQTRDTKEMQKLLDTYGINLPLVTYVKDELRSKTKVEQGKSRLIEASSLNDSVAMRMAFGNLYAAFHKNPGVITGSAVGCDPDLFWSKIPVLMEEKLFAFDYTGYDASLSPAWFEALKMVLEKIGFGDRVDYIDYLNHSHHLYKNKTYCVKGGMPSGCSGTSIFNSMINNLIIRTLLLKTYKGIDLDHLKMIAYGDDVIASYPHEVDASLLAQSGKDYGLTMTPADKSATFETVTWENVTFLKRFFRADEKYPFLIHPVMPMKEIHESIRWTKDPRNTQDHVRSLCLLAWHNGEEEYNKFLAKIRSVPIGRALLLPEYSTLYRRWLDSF
PV pol inh FP z-score: recorded beside PV pol inh, whose call it bears; z-score; measured here: FP z-score; hits read low
* = called active by the depositor; & = joins results of further samples.

SMILES	PV pol inh	PV pol inh FP z-score
CC(=O)OC1COC(Oc2ccc(C(C)(C)C)cc2)C(OC(C)=O)C1OC(C)=O (centres undefined)	103	0.4
Cc1sc(NC(=O)C2CCCCC2)c(C(N)=O)c1C	100	0.1
O=C1NCC(COc2ccc3ccccc3c2)O1 (centres undefined)	100	-0.1
Cc1ccc(NC(=O)CSc2nc(=O)n(Cc3ccncc3)c3c2CCC3)cc1Cl	113	1.5
CCOc1ccc(C(=O)Nc2ccc3c(c2)N(C(C)=O)CCC3)cc1OCC	108	0.4
COC(=O)c1c(N)sc2c1C(C(=O)OC)CC2 (centres undefined)	103	0.1
N#Cc1oc2ccccc2c1N	105	0.7
Cc1ccc(CNC(=O)c2ccc3c(c2)NC(=O)CS3)n1C	106	0.4
COc1ccc(Cn2c(CNS(=O)(=O)c3ccc(C)c(C)c3)nc3cccnc32)cc1	107	-0.2
CN(C)c1ccc(CNC(=O)CN2C(=O)CSc3ccc(S(=O)(=O)N4CCCC4)cc32)cc1	109	-0.7
O=C(N/N=C/c1ccc(O)c(O)c1O)c1cccc(S(=O)(=O)Nc2ccccc2Cl)c1	103	0.2
C/C(=N\NC(N)=S)c1cccnc1	101	-0.2
Cc1ccc(CNC(=O)CCc2c(C)nc3nc(CNC(=O)OC(C)(C)C)nn3c2C)cc1	104	-0.4
CCCN(CCC)C1=CC(=O)C(C(C)(C)C)=CC1=O	103	0.2
COc1ccc(N=C2CCCN2CC(N)=O)cc1	102	0.2
O=C(O)CN1CC(=O)Oc2ccccc21	102	0.4
CN(C)CCN(Cc1ccccc1)Cc1ccc(O)cc1	99	-0.1
Cc1c(C(=O)NCCc2ccccc2)oc2ccccc12	101	-0.2
CCCCN1Cc2c(n(CC(=O)OCC)c3cc(-c4ccccc4)nn3c2=O)C1=O	103	0.6
COc1ccc(C(=O)CSc2nccn2C)cc1	98	-0.3
Nn1cc(-c2ccccc2)nn1	100	-0.5
CCCn1c(=O)c2ccccc2n2c(SCC(=O)NC(C)(C)C)nnc12	102	0
COc1ccc(CNc2nccs2)cc1OC	101	-0.6
CC(=O)Nc1ccc2c(COC(=O)c3ccc(S(=O)(=O)N(C)C)cc3)cc(=O)oc2c1	104	0
COc1ccc(CNC2C3CC4CC(C3)CC2C4)c(OC)c1C (centres undefined)	99	-0.3
C=C(C)Cn1c(SCC(=O)c2ccccc2)nc2sc3c(c2c1=O)CCCC3	104	-0.1
CC(=O)NCC(c1ccco1)N1CCN(c2ccccc2)CC1 (centres undefined)	100	-0.8
Cc1cc(Nc2cccc(O)c2)c2cccc(Br)c2n1	103	-0.1
CCCCN1CCc2nc(N3CCN(c4ncccn4)CC3)ncc2C1	105	-0.1
N#CCNC(=O)c1ccc(Br)cc1	108	0.5
COCCn1c(O)c(/C=N/c2c(C#N)c(C)c(C)n2C2CCCCC2)c(=O)[nH]c1=S	42	-9
O=C(O)c1ccc2c(c1)N(Cc1ccc(F)cc1)C(=O)/C(=C\c1ccccc1)S2	106	1.8
Nc1cccc(Nc2ncnc3ccccc23)c1	103	0.3
O=C(OCc1ccccc1Cl)c1ccc(-c2nnn(Cc3ccc(F)cc3)n2)cc1	104	0
Cc1cc2nc(-c3ccc(SCC#N)nc3)[nH]c2cc1C	102	0.2
O=c1ccc(C(F)(F)F)cn1Cc1cc2c(cc1Br)OCO2	105	0.1
O=C(COC(=O)Cc1cn2ccsc2n1)Nc1ccc(Br)cc1	107	0.5
O=C(CC1Sc2ccc(C(F)(F)F)cc2NC1=O)Nc1ccc(Cl)c(C(F)(F)F)c1 (centres undefined)	106	0.2
Cc1cc(C)c(NC(=O)CN2C(=O)CCn3nc(-c4cccn4C)cc32)c(C)c1	102	-1.1
COC(=O)c1ccc(N(C=O)C(=S)SC)cc1	101	0
CCOc1ccc(CNC(=O)c2cccc(Nc3nc4ccccc4n4nnnc34)c2)cc1OC	103	-0.5
O=C(O)CCN1CCSC1=O	105	0.5
O=c1[nH]ncc(NCCc2ccccc2)c1Cl	100	-0.7
C/C(=N/O)C1C(=O)c2ccccc2C1=O	93	-1
C=CCn1c(=O)c2c(C)c(C)sc2n2c(Nc3ccccc3)nnc12	104	0.6
CC(=O)Oc1cccc(NC(=O)CC2SC(N)=NC2=O)c1 (centres undefined)	100	-0.3
Clc1ccc(CNC2CN3CCC2CC3)cc1 (centres undefined)	100	-0.2
COc1ccc2ncc3c(c2c1)-c1cc(Cl)ccc1OC3	104	0.1
CN1CCC(N(C)C(=O)c2ccccc2Nc2ccc(SC(F)F)cc2)CC1	104	0.3
C=Cn1cccc1C(=O)O	102	0.2
CCOC(=O)/C(C#N)=C/NC1CCN(Cc2ccccc2)CC1	97	-1.1
CCc1cc(Cl)n2c(nc3ccccc32)c1C#N	106	0.4
Nc1nc(N)c2nccnc2n1	102	0.2
CCCN1C2=NCCCN2c2ccccc21	101	-0.2
O=C(O)c1cccc(S(=O)(=O)NC2CC2)c1	97	-0.8
Cc1cc(C(=O)CSc2nnc(CN3CCCC3)o2)c(C)n1-c1ccccc1	97	-0.9
Cc1ccnc(NS(=O)(=O)c2ccc(N)cc2)n1	100&101	0&0.2
C=CCNS(=O)(=O)c1cc2c3c(c1)CCN3C(=O)CC2	104	0.5
O=C(CN1C(=O)S/C(=C\C=C\c2ccccc2)C1=O)N1CCOCC1	103	0
O=C(CCn1c(=O)oc2ccccc21)N(Cc1ccccc1)c1ccccc1	100	-0.8

Already shown: an excerpt of the list.
SMILES	PV pol inh	PV pol inh FP z-score
CN1CCC(N(C)C(=O)c2ccccc2Nc2ccc(SC(F)F)cc2)CC1	104	0.3
C=Cn1cccc1C(=O)O	102	0.2
CCOC(=O)/C(C#N)=C/NC1CCN(Cc2ccccc2)CC1	97	-1.1

New compounds follow.
SMILES	PV pol inh	PV pol inh FP z-score
OC(CNC1Cc2ccccc2C1)COc1ccc(F)cc1 (centres undefined)	103	0.2
O=C(Cn1ncc2c(=O)oc3ccccc3c21)NCc1ccccc1Cl	106	-0.3
O=C(Cc1c(Cl)cccc1Cl)OCC(=O)c1cc2ccccc2o1	105	1.4
Cc1cc(C)cc(OCC(=O)NCC2(N3CCOCC3)CCCCC2)c1	110	0.8
CC(C)NCC(O)COc1ccc(CCOCC2CC2)cc1 (centres undefined)	102	0.3
N/C(COc1cc(Cl)cc(Cl)c1)=N\O	100	-0.3
CCOC(=O)c1cnc2c(-c3ccccc3)cnn2c1C	100	-0.2
COc1ccc(N2CCN(C(=O)c3ccccc3OC)CC2)cc1	104	0.9
CC1CCN(CCCNC(=O)CCn2nc(-c3ccccc3)ccc2=O)CC1	100	-0.1
N#Cc1ccccc1Sc1ccccc1C(=O)OCC(=O)NC1CC1	102	0.1
CCc1ccccc1NC(=O)CN(Cc1ccccc1)S(=O)(=O)c1ccc(Br)cc1	108	0.6
CCOc1ccc(Cc2nc(C)c(CC(=O)N3CCOCC3)c(=O)[nH]2)cc1	102	0

Some of these compounds in order of SMILES length, rising:
SMILES	PV pol inh	PV pol inh FP z-score
Nc1nc(N)c2nccnc2n1	102	0.2
CCCN1C2=NCCCN2c2ccccc21	101	-0.2
N/C(COc1cc(Cl)cc(Cl)c1)=N\O	100	-0.3
CCc1cc(Cl)n2c(nc3ccccc32)c1C#N	106	0.4
O=C(O)c1cccc(S(=O)(=O)NC2CC2)c1	97	-0.8
OC(CNC1Cc2ccccc2C1)COc1ccc(F)cc1 (centres undefined)	103	0.2
CCOC(=O)c1cnc2c(-c3ccccc3)cnn2c1C	100	-0.2
COc1ccc(N2CCN(C(=O)c3ccccc3OC)CC2)cc1	104	0.9
CCOC(=O)/C(C#N)=C/NC1CCN(Cc2ccccc2)CC1	97	-1.1
O=C(Cc1c(Cl)cccc1Cl)OCC(=O)c1cc2ccccc2o1	105	1.4
Cc1cc(C)cc(OCC(=O)NCC2(N3CCOCC3)CCCCC2)c1	110	0.8
CC1CCN(CCCNC(=O)CCn2nc(-c3ccccc3)ccc2=O)CC1	100	-0.1
O=C(CCn1c(=O)oc2ccccc21)N(Cc1ccccc1)c1ccccc1	100	-0.8
O=C(CN1C(=O)S/C(=C\C=C\c2ccccc2)C1=O)N1CCOCC1	103	0
Cc1cc(C(=O)CSc2nnc(CN3CCCC3)o2)c(C)n1-c1ccccc1	97	-0.9
CCOc1ccc(Cc2nc(C)c(CC(=O)N3CCOCC3)c(=O)[nH]2)cc1	102	0
CCc1ccccc1NC(=O)CN(Cc1ccccc1)S(=O)(=O)c1ccc(Br)cc1	108	0.6

The list continues:
SMILES	PV pol inh	PV pol inh FP z-score
COc1ccc(C(=O)OCC(=O)NC23CC4CC(CC(C4)C2)C3)cc1S(=O)(=O)N1CCOCC1	98	-0.4
CC(C)(C)OC(=O)N1CCC(CNS(=O)(=O)c2cccc(C(F)(F)F)c2)CC1	103	0.2
O=C1NC2(CCCc3sccc32)C(=O)N1CCN1C(=O)c2ccccc2C1=O (centres undefined)	105	0.5
CCCCN(C)C(=O)C1CCCN(c2nnc(C)c3c(C)n(-c4ccccc4)nc23)C1 (centres undefined)	101	-0.1
O=C(Cc1ccc(Cl)cc1)Nc1ccccc1C(=O)N1CCOCC1	101	-0.5
COc1cc(Cl)c(C)cc1NC(=O)COC(=O)C(C)C	102	0.2
CCS(=O)(=O)C1=NN2C(=N)/C(=C\c3ccc(OC)cc3)C(=O)N=C2S1	102	0.5
CC(C)(C)C(=O)/C=C/Nc1ccc(F)cc1	101	0.1
CC(Oc1ccccc1)C(=O)O (centres undefined)	103	0.4
Nn1c2ccccc2n2cc(-c3ccccc3)nc12	102	0.1
O=C1CNC(=S)N1CCc1ccc(O)c(O)c1	100	-0.2
COc1cccc(C(c2sc3nc(-c4ccco4)nn3c2O)N2CCCC2)c1 (centres undefined)	102	-0.8
Oc1ccc(CNCC2NCCc3ccccc32)cc1Cl (centres undefined)	97	-1.2
Oc1ccc(-c2csc(-c3ccccc3)n2)cc1O	102	0.1
CC(C)(C)C(=O)NCC(=O)O	97	-0.6
COc1ccc(Cl)cc1-n1c(C)nc2cc(C(=O)NCC(OC)OC)ccc21	102	0.3
O=C(c1ccccc1)N1CCN(S(=O)(=O)c2ccccc2)CC1	104	0.6
N#Cc1ccccc1NC(=O)CN1CCN(S(=O)(=O)/C=C/c2ccccc2)CC1	105	0.2
COc1cc(OC)c(S(=O)(=O)N(C)c2ccccc2)cc1S(=O)(=O)N(C)c1ccccc1	99	-0.6
COc1ccc(/C=C2\SC(=O)N(CCNS(=O)(=O)c3ccccc3OC)C2=O)cc1	101	0
CN(C)CCN(C)C1CCc2ccccc2C1 (centres undefined)	100	-0.4
O=C(N/C(=C/c1ccc2c(c1)OCO2)C(=O)N1CCCC1=O)c1ccco1	104	0.4
Cc1ccccc1-n1nc(C)c(CC(=O)O)c1C	100	-0.6
COc1ccccc1Nc1cc(C(=O)NC2CCCC2)c2ccccc2n1	104	-0.9
CCOC(=O)C1CCN(S(=O)(=O)c2ccc3c(c2)SCC(=O)N3)CC1	103	0.1
N#Cc1c(=O)n(O)c2ccccc2[n+]1[O-]	78	-4.9
Cc1ccc(/C=C2\SC(=O)N(CCN3CN(CCO)c4nc5ccccc5n4C3)C2=O)cc1	99	-0.4
CSc1nc2ccc3nc(NC(=O)c4ccccc4Cl)sc3c2s1	103	0.2
CCOc1ccc(/C=N/n2c(C)nc3ccccc3c2=O)cc1	102	0.1
O=C(NC(=S)Nn1cnnc1)c1ccc(Cl)c(S(=O)(=O)N2CCCCCC2)c1	99	-0.5
CC1=CC(OC(=O)Nc2ccc(Cl)cc2)CC(C)(C)C1 (centres undefined)	104	0
CCCCN1C(=O)c2ccc(C(=O)OC3CCCCC3=O)cc2C1=O (centres undefined)	106	0.5
O=S(=O)(c1ccccc1)N1CCN(c2nnnn2-c2ccccc2)CC1	103	0.1
COc1ccccc1/C=C/C1=NC(=C\c2ccc3c(c2)OCO3)/C(=O)O1	97	-1.4
COc1ccccc1C(=O)ON1C(=O)c2ccccc2C1=O	99	-0.2
CCOc1ccccc1NC(=O)c1cc2cc(C)ccc2n1C	113	1.4
CC(C)NC(=O)Cn1c(SCC(=O)N2CCc3ccccc32)nc2ccccc21	102	0.4
N/C(=N/c1nc2ccccc2o1)NC(=O)Nc1ccc(Cl)c(Cl)c1	99	-0.5
CCc1ccc(-c2ccc(C#N)cc2)nc1	106	0.3
CCOC(=O)c1sc(NC(=O)CC)c(C(=O)OCC)c1C	101	0
O=c1cc2[nH][nH]c(=S)n2c(=O)[nH]1	99	-0.2
Cc1cc(NC(=O)OCC(F)(F)F)no1	100	-0.4
CCOC(=O)c1cn(C)c(=O)c2ccccc12	101	-0.1
CC1CC(=O)N(c2ccccc2)N1 (centres undefined)	104	1.5
O=c1c2cccnc2n(Cc2ccccc2F)c(=O)n1Cc1ccc(F)cc1	108	1.3
CCOc1cccc(Nc2nn(-c3ccc(OC(F)(F)F)cc3)nc2C(C)=O)c1	109	0.2
COc1ccc(/C=C/C(=O)N2CCN(C(c3ccccc3)c3ccccc3)CC2)cc1OC	102	0
CCn1c(=NC(=O)c2ccc(S(=O)(=O)N(C)C)cc2)sc2ccccc21	98	-0.6
Clc1cc2c(c3ncccc13)OCN(CCc1ccccc1)C2	109	1.3
COc1ccc(CCC(O)C2(O)CCCCC2)cc1 (centres undefined)	101	-0.1
Cc1ccccc1OCCn1cnc2c(N)ncnc21	102	0.1
CS(=O)(=O)N1Cc2ccccc2CC1C(=O)OCC(=O)Nc1ccc(OC(F)(F)F)cc1 (centres undefined)	105	0.7
CCc1ccc(C(=O)c2cn(CC(=O)Nc3cc(F)ccc3F)c3nc(C)ccc3c2=O)cc1	109	0.3
N#CCn1c(=O)n(Cc2ccccc2)c(=O)c2cccnc21	101	-0.6
COc1ccc(S(=O)(=O)NCc2nc3nc(C)cc(C)n3n2)cc1OC	102	-0.8
O=C(c1ccc(Cl)cc1)N1CCCCC1CCN1CCOCC1 (centres undefined)	103	-0.8
CCC(=O)N1CCc2cc(S(=O)(=O)CCC(=O)N3CCN(c4cccc(C)c4C)CC3)ccc21	113	1.1

An excerpt; count on the stated rates, not on these rows.
